Autophagy HCS – alters autophagy in cells | MEF GFP-LC3 puncta imaging; test concentration mostly 10 µM | calls only at 10 µM (by protocol) | actives 0.98% (n = 190,000);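 active means percentage of spot-positive cells more than 3 SD above its plate mean, without a fluorescence outlier flag or 80% toxicity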;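 further: spot-positive cell cutoff set from DMSO-treated cells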
Dynein transport – dynein cargo transport inhibition | z-score, hits read low | actives 0.47% (n = 220,000) | 3617.4 mouse cells, GR-EGFP nuclear translocation imaging; test concentration mostly 20 µM; stimulated with dexamethasone, 1 µM; hits give low values;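 active means plate z-score of nuclear minus cytoplasmic receptor signal below a set negative limit, without overly bright fluorescence or cell loss, cut at about -3.5 in these data, passing the limit was not always enough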;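 further: z-score of nuclear minus cytoplasmic ring GR-EGFP intensity difference per well; some compounds called inactive have numbers as strong as hits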
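Buffer or medium: tet-free medium with charcoal-stripped serum / Also added: dexamethasone agonist, 1.0 µM final, for 30 min / Timing: induction 48 h, compound 1 h, agonist 30 min / Measured by: high-content fluorescence imaging after fixation / Read-out: nuclear-to-cytoplasmic GR-EGFP distribution per well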
bCat nuc transl – alters nuclear translocation of beta-catenin in HeLa cells. AID 1665. immunofluorescence imaging. nuclear translocation activity, % at 5 µM. actives 0.3% (n = 190,000);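 active means nuclear translocation activity above 50% at 5 µM, with a well cell count of 50 or more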;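 further: per-cell ratio of nuclear to cytoplasmic median beta-catenin stain intensity; plate controls were DMSO negative control for no effect and GSK-3 inhibitor IX positive control for full effect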
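System: HeLa cells, endogenous beta-catenin; compound dosing: 5 µM primary single dose, 0.1% DMSO, 0.02–20 µM confirmation series; incubation: 24 h compound exposure at 37°C, 5% CO2; signal: beta-catenin immunofluorescence imaging with DAPI; evaluation: % activation, nuclear-to-cytoplasmic median beta-catenin signal ratio per cell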
MT stabilize HCS – microtubule stabilization, imaging screen. HeLa tubulin immunostaining HCS, 24 h; share of cells brighter than vehicle mean+2SD. % tubulin-high responders, % at 10 µM. actives 0.83% (n = 200,000). AID 2205;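 active means plate Z-score above 3 for both tubulin-high and condensed-nucleus cell shares, with cell loss under 80%, at 10 µM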;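 further: anti alpha tubulin signal scored within the nucleus-defined area of each cell; some results filed as inactive read as strong as hits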
PhoP inhibition – inhibitors of PhoP regulon expression, primary screen, Salmonella Typhimurium, GFP reporter (AID 1863); S. Typhimurium PhoP-regulated promoter GFP reporter, 4 h; higher % means a stronger effect; inhibition, % at 50 µM; hits with a dose series show IC50 in µM; actives 0.16% (n = 300,000);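 active means inhibition over 29.93%, a cutoff 3 SD above the screen mean, later confirmed by dose response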;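 further: 0% = low Mg2+ inducing control and 100% = high Mg2+ repressing control; strong numbers were not always called active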
Lipid droplet – hepatic lipid droplet formation modulation. actives 0.4% (n = 240,000). inhibition, % at 6.5 µM. AML12 mouse hepatocytes, oleate lipid droplets, BODIPY imaging;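 active means lipid droplet intensity inhibited by at least 50%, with more than 500 cells counted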
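Technique: fluorescence imaging, 20x objective, two fields per well / Assay system: AML12 hepatocytes (mouse) / Measure: % inhibition of lipid droplet signal / Doses: 6.5 µM single-point dosing / Incubation: overnight exposure / Reagent: 100 µM oleic acid challenge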
Insulin prom up – MIN6 insulin promoter up-regulation. MIN6 insulin promoter-GFP reporter, high-content imaging; hits give high values. z-score at 5 µM. actives 0.3% (n = 190,000). AID 1625;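 active means z-score above 3 at 5 µM with at least 500 cells counted in the well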
ER stress rescue – protection against thapsigargin-triggered cell killing – 384-well, CSM14.1, ATP luminescence, primary screen (AID 1222); CSM14.1 thapsigargin-induced death rescue, ATP luminescence; higher % means a stronger effect; cellular ATP content (survival), % at 20 µM, or EC50 in µM where a hit was titrated; 190,000 tested, under 10 active;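 active means EC50 below 50 µM in the dose-response confirmation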;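 further: death triggered by thapsigargin at about 15 µM added after 2 h compound pretreatment; cell ATP read after overnight thapsigargin exposure of roughly 18 to 22 hours; normalized against plate controls of thapsigargin alone and 5% DMSO vehicle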
T cell HTS – T cell immune modulation candidate | 2C CD8+ T cell-vesicle binding, flow cytometry; hits give low values | calls only at 7 µM | actives 0.068% (n = 330,000);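 active means response, share of CD8 T cells binding vesicles, and their 90th percentile fluorescence all below set limits, cut at about 80% in these data, passing the limit was not always enough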
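System: murine 2C transgenic CD8+ T lymphocytes; also added: QL9-loaded Drosophila micro-vesicles; times: binding 1.5 h at 37 °C; measured by: flow cytometry, PE anti-B7-1 (FL2) versus Alexa647 anti-CD8 (FL8), PFA-fixed; control set: Peptide-free naked vesicles (low) and QL9 vesicles with 0.7% DMSO vehicle (high)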
Dynein transport cytoplasmic EGFP – also measured in Dynein transport; calls as there; z-score; measured here: cytoplasmic GR-EGFP intensity; hits give high values
Dynein transport nuclear GR-EGFP – further read-out of Dynein transport, marked with its call; z-score; measured here: nuclear GR-EGFP intensity;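 lower value marks the stronger effect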
Dynein transport cell count – further read-out of Dynein transport, marked with its call; z-score; measured here: cell count per field
Insulin prom up cell count – further read-out of Insulin prom up, marked with its call; cell count; measured here: cytotoxicity, nuclei count;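 total cells summed across four imaged fields per well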
Lipid droplet cells 6.5 µM – second read-out of Lipid droplet, no call of its own (marks repeat the call); cell count; measured here: cell count, cytotoxicity flag;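 cells counted across two imaged fields per well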
bCat nuc transl cell count 5 µM – further read-out of bCat nuc transl, marked with its call; cell count; measured here: cell count, cytotoxicity flag
T cell HTS vesicle-bound % – further read-out of T cell HTS, marked with its call; double positive events, %; measured here: CD8+ vesicle-bound cell fraction;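 binding gate set so that unloaded-vesicle control wells show 10% double positive cells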
MT stabilize HCS Hoechst-high % – second read-out of MT stabilize HCS, no call of its own (marks repeat the call); % Hoechst-high responders; measured here: nuclear condensation Hoechst responders;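 share of cells brighter than vehicle mean plus two SD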
MT stabilize HCS cytotoxicity % – second read-out of MT stabilize HCS, no call of its own (marks repeat the call); toxicity, %; measured here: cytotoxicity by cell density;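 0% = mean cell density of plate MIN control wells and 100% = no cells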
Autophagy HCS cell loss 18 h – further read-out of Autophagy HCS, marked with its call; toxicity, %; measured here: cell loss, nuclei count;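 cell loss after 18 h compound exposure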
The depositor's hits bear a star; i = inactive; . = not tested or not shown.

SMILES	Autophagy HCS	Autophagy HCS cell loss 18 h	Dynein transport	Dynein transport cytoplasmic EGFP	Dynein transport nuclear GR-EGFP	Dynein transport cell count	bCat nuc transl	bCat nuc transl cell count 5 µM	MT stabilize HCS	MT stabilize HCS Hoechst-high %	MT stabilize HCS cytotoxicity %	PhoP inhibition	Lipid droplet	Lipid droplet cells 6.5 µM	Insulin prom up	Insulin prom up cell count	ER stress rescue	T cell HTS	T cell HTS vesicle-bound %
CC1(C(=O)NCc2ccccn2)C=CCN1C(=O)c1ccccc1 (stereo unspecified)	i	-17	-0.8	-0.2	0.17	0.69	.	.	4.4	2.7	4.3	1%	1	781	0.31	1077	-6.6%	i	35
Cc1cc(NS(=O)(=O)c2ccccc2)c([N+](=O)[O-])cc1C	i	0	-0.66	-0.21	-0.17	1	-6.3	568	2.2	1.6	12	-5%	2	636	0.12	1281	-0.6%	i	46
Cc1snc(SCC(=O)c2ccc(F)cc2)c1C#N	i	-11	-0.86	-0.17	-0.7	0.42	-0.7	1036	2.2	1.8	5.7	1%	5	690	-0.18	1153	.	i	52
CCCCn1c(=O)[nH]c(=O)c2c1nc(-c1ccc(OCCC)c(OCC)c1)n2C	.	.	-0.29	-0.24	0.7	-0.62	-0.1	1327	.	.	.	-8%	3	699	-0.49	1055	.	i	54
Cc1csc(NC(=O)c2cccc(Cn3nc(C)c(Br)c3C)c2)n1	i	-4	1.2	-0.17	0.72	-0.91	2.4	1158	3.4	1.9	29	1%	1	734	-0.38	1260	-0.7%	i	33
Cc1noc(C)c1S(=O)(=O)NCCc1ccc(S(N)(=O)=O)cc1	i	-7	-0.34	-0.21	0.057	0.95	-4.0	986	2.9	4.0	5.9	-7%	.	.	-0.87	1551	0.3%	i	52
CCOC(=O)c1ccc(S(=O)(=O)NNC(=O)COc2cccc(C)c2)cc1	i	-6	-0.14	-0.31	-0.45	0.54	-0.9	909	4.6	2.4	5.0	0%	15	731	-0.39	2249	22%	i	23
COc1ccc(N/C=C(/C(C)=O)c2ccccc2)cc1	i	3	-0.87	-0.2	-0.92	0.82	0.1	948	1.0	1.0	3.8	2%	10	650	-0.22	1780	-2.7%	i	28
CC(=O)c1ccc(NC(=S)N2CCCCCC2)cc1	i	13	-0.83	-0.25	-0.1	0.49	-2.6	1056	3.8	1.7	8.6	-7%	5	663	0.28	1530	-1.5%	i	20
O=C(NC(=S)NC1CCCCCC1)c1cncc(Br)c1	i	-14	0.44	0.091	-0.15	-0.36	-4.8	559	2.4	5.4	5.4	2%	12	612	-0.01	1451	0.2%	i	38
Cc1nonc1C(=O)N/N=C/c1ccncc1	i	-34	-0.84	-0.29	-0.24	0.8	0.5	1508	1.9	1.4	6.6	-2%	-1	635	0.18	1364	0.5%	i	34
CCCCc1ccc(-c2nc(NC(=O)C3C4CCC(O4)C3C(=O)O)sc2C)cc1 (stereo unspecified)	i	1	-0.88	-0.072	-0.91	0.9	.	.	3.1	2.2	7.7	10%	.	.	.	.	-1.5%	i	46
CCC(C)NCCOc1cccc(Br)c1 (stereo unspecified)	i	18	0.15	-0.24	0.33	0.8	0.7	559	2.4	1.7	3.4	13%	17	650	0.03	1385	-0.6%	i	50
CC(c1ccco1)N(Cc1ccco1)C(=O)Nc1ccccc1 (stereo unspecified)	i	-2	-0.24	0.074	0.2	0.46	0.5	1027	1.3	1.4	8.0	4%	-21	742	.	.	-1.2%	i	38
O=C(CN1CCN(c2ccccc2)CC1)Nc1ccc2c(c1)OCCO2	i	5	0.65	-0.3	0.58	-0.38	1.0	1060	3.7	3.3	5.0	0%	9	690	-0.22	1307	.	i	64
Cc1cc(NC(=O)CCCC(=O)N(CC(=O)NCCc2ccccc2)Cc2ccc(F)cc2)no1	i	-1	-0.36	-0.23	-0.0073	0.55	-4.2	965	2.1	1.5	8.6	7%	.	.	-0.49	1063	-0.8%	.	.
O=C(Nc1ccc(NC(=O)c2cccs2)c(Cl)c1)c1ccco1	i	-7	-0.47	-0.35	-0.023	0.73	-0.2	1024	4.6	1.1	4.3	0%	26	659	-0.4	1634	1.7%	i	62
O=c1ccsn1Cc1ccccc1	i	41	-3.4	1.1	-1.4	-0.14	0.3	1142	1.4	1.5	12	-2%	6	790	-1.4	998	-1.4%	i	27
O=C(CSc1nc2c([nH]c3ccccc32)c(=O)n1-c1cccc(Cl)c1)N1CCOCC1	i	3	0.74	-0.003	0.52	-1.4	-2.9	1184	3.0	2.8	4.4	2%	6	742	-0.66	1126	0.8%	i	20
C=CCNC(=O)N1CCCC(C(=O)c2cccc(Cl)c2)C1 (stereo unspecified)	i	13	0.96	-0.22	0.25	-0.18	0.3	1246	3.1	2.0	4.4	0%	-8	663	0.93	1390	1.0%	i	24
COc1ccc(C2CC(c3ccc4ccccc4c3OC(C)=O)=NN2C(C)=O)cc1 (stereo unspecified)	.	.	-0.41	-0.24	0.21	0.13	-0.5	1279	.	.	.	-11%	18	742	-1.9	973	.	i	20
Cc1noc(/C=C/N(C)C)c1S(=O)(=O)N1CCc2ccccc21	.	.	2.7	0.16	2.1	-1.5	-1.7	1037	5.5	2.0	6.7	5%	-11	680	-0.03	1961	-1.5%	i	52
CN(C)c1ccc(CNn2cnnc2SCC(=O)NC(C)(C)C)cc1	i	0	-2	-0.34	-0.81	1.9	-3.5	964	3.3	2.2	13	2%	17	764	0.44	1520	-0.8%	i	29
Cc1cc(C)cc(N(C(=O)CNC(=O)c2ccco2)C(C(=O)NC2CCCC2)c2cccnc2)c1 (stereo unspecified)	i	19	-0.26	-0.18	0.12	0.38	-5.6	727	3.7	2.7	4.4	-11%	.	.	-0.63	1507	-0.3%	i	51
Nc1ccc2c(c1)nnn2-c1ccccc1	.	.	0.23	-0.29	0.062	-0.36	0.0	1290	.	.	.	-1%	0	669	0.35	1049	.	i	43
CC(C)CC(=O)Nc1cccc(-c2cn3ccsc3n2)c1	i	-4	-0.6	-0.093	-0.26	1.1	0.2	1026	2.6	1.3	3.2	-1%	1	770	-0.31	1338	-3.4%	i	36
Cc1nnc(SCc2ccon2)n1-c1ccccc1	i	0	-0.52	-0.2	-0.043	-0.67	0.6	1196	1.7	2.2	3.8	1%	8	738	-0.11	1101	1.9%	i	36
COc1cccc(/C=C/C(=O)Nc2ccc3c(c2)OCCO3)c1	i	-51	-0.54	-0.34	-0.27	0.62	-0.3	1094	3.8	1.9	3.1	-6%	-8	745	-0.92	1349	-4.3%	i	46
Cc1cc(N2C(=O)C(=O)/C(=C(/O)c3ccccc3)C2c2cccs2)no1 (stereo unspecified)	i	-15	-1.2	-0.18	-0.37	0.29	-8.7	1027	4.4	2.7	7.2	5%	.	.	0.01	1179	2.2%	i	23
NN/C(=C\[N+](=O)[O-])Nc1ccccc1	i	0	-0.24	-0.23	-0.086	0.52	-2.5	1121	2.2	3.5	2.9	-2%	-4	713	-0.2	1295	-1.2%	i	62
COC(=O)C(=Cc1ccc(-c2ccsc2C(=O)OC)o1)C(=O)OC	.	.	-3	0.37	-1.6	-0.45	-0.2	1192	.	.	.	-8%	2	693	1.3	1344	.	i	23
COc1cc2sc(C)nc2c2sccc12	i	23	1.9	-0.23	1.1	0.53	-4.1	1055	4.7	2.1	3.9	-5%	.	.	0.09	1290	3.8%	i	44
Cc1ccc(C(=O)OCC(=O)Nc2ccccc2)cc1NC(=O)c1ccco1	i	-8	-0.1	0.021	0.0077	0.51	-3.3	1013	1.4	2.9	11	-4%	.	.	0.64	1212	0.2%	i	58
CCOC(=O)c1ccccc1NC(=O)c1cn(-c2ccc(OC)cc2)c(=O)c2ccccc12	i	-3	-0.26	-0.32	-0.59	0.56	-1.1	442	1.1	3.0	7.4	-10%	-3	581	-0.3	1162	1.9%	i	36
COc1ccc(C(=O)Nc2nc(-c3cccs3)c(NC(C)=O)s2)cc1	i	-4	0.56	-0.2	0.24	0.61	4.4	1091	2.7	2.2	3.4	7%	-6	725	0.1	1240	0.0%	i	30
C=CCN1C(=O)/C(=c2\sc3nc(=O)c(Cc4ccc(OC)c(OC)c4)nn3c2=O)c2ccccc21	.	.	-0.093	-0.077	-0.11	0.11	2.3	1068	.	.	.	-12%	6	709	0.3	1514	.	i	20

Whole records from above. Values in the order: Autophagy HCS, Autophagy HCS cell loss 18 h, Dynein transport, Dynein transport cytoplasmic EGFP, Dynein transport nuclear GR-EGFP, Dynein transport cell count, bCat nuc transl, bCat nuc transl cell count 5 µM, MT stabilize HCS, MT stabilize HCS Hoechst-high %, MT stabilize HCS cytotoxicity %, PhoP inhibition, Lipid droplet, Lipid droplet cells 6.5 µM, Insulin prom up, Insulin prom up cell count, ER stress rescue, T cell HTS, T cell HTS vesicle-bound %
Cc1nnc(SCc2ccon2)n1-c1ccccc1 is entered as i, 0, -0.52, -0.2, -0.043, -0.67, 0.6, 1196, 1.7, 2.2, 3.8, 1%, 8, 738, -0.11, 1101, 1.9%, i, 36
COC(=O)C(=Cc1ccc(-c2ccsc2C(=O)OC)o1)C(=O)OC is entered as ., ., -3, 0.37, -1.6, -0.45, -0.2, 1192, ., ., ., -8%, 2, 693, 1.3, 1344, ., i, 23
